# Screens from PubChem BioAssay.
# Arr AP2 block: blocks beta-arrestin peptide binding to AP2 adaptin. FITC-arrestin peptide / GST-AP2 beads, flow cytometry; AP2 beta2 appendage carries R879A mutation. inhibition, % at 10 µM. 340,000 compounds, 0.31% hits. AID 504490;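 active = inhibition above a set limit, near 3 SD of compounds lacking own fluorescence, cut at about 54% in these data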;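 note: plate controls were DMSO wells for no effect and 5 µM unlabelled arrestin peptide for full effect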
#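 System: GST-AP2 R879A glutathione beads | Also added: FITC-arrestin peptide, 50 nM | Times: 12 min plus 1 h, RT | Signal: Bead flow cytometry, FITC channel | Buffer or medium: PBS with 0.05% Tween 20 and 0.1% BSA | Read-out basis: Percent drop in bead-associated FITC signal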
# PvdQ inh: P. aeruginosa PvdQ acylase inhibition | 340,000 compounds, 0.063% hits | inhibition, % at 10 µM | purified PvdQ acylase, fluorescence plate reader | AID 488965; in the data active = inhibition above about 30%, passing the limit was not always enough; inconclusive = no clear call, values can overlap the other calls;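 note: 0% = vehicle neutral wells and 100% = reference inhibitor wells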
# Keap1 Nrf2 FP: inhibitors of human Keap1-Nrf2 protein-protein interaction; Q14145; Keap1 Kelch-Nrf2 peptide fluorescence polarization, 1536-well; inhibition, % at 9.4 µM; 340,000 compounds, 0.15% hits; AID 504523; in the data active = inhibition above about 12%; inconclusive = no clear call, values can overlap the other calls; inactive = below about 7.3%;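 note: human Keap1 Kelch domain with fluorescein labeled Nrf2 9mer peptide probe; 0% = neutral control wells and 100% = peptide positive control; higher means more block of Keap1 binding to Nrf2 peptide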
# Target sequence (Q14145 whole entry, looked up, the tested form may be a part): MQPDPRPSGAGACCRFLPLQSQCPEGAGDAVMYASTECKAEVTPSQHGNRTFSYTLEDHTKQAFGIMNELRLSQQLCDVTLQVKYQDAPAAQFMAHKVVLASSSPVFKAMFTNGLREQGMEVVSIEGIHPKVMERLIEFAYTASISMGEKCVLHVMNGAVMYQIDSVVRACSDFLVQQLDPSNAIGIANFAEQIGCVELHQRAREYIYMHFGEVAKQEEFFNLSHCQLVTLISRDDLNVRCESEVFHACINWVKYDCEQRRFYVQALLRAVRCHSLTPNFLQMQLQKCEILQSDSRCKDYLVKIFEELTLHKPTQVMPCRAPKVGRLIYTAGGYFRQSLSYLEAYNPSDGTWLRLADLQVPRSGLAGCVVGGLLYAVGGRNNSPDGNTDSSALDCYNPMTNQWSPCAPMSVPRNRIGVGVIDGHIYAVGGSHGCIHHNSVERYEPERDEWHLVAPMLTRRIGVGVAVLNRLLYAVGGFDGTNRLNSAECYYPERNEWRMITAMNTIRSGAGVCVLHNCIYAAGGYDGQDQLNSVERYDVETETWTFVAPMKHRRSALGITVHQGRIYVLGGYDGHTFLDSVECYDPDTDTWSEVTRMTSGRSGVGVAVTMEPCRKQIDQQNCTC
# DAGLB inhibitor: blocks human DAGLB lipase activity; inhibition, % at 5.17 µM; Q8NCG7; HEK293T DAGLB membrane lysate, EnzChek fluorogenic substrate; 340,000 compounds, 0.059% hits; AID 504411; in the data active = inhibition above about 34%;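 note: 0% = enzyme with vehicle and 100% = wells lacking enzyme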
# C-LANA FP: blocks KSHV LANA C-terminal domain binding to DNA. 340,000 compounds, 0.078% hits. inhibition, % at 9 µM. MBP-C-LANA/FAM-LBS DNA binding, fluorescence polarization;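 active = highest replicate inhibition at or above 60% at 9 µM, even if other replicates fall short; inactive = all replicates below 60% inhibition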;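 note: 0% = neutral control wells and 100% = 4 µM acridine orange control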
# PKA-R2B activ: PKA-R2B complex activation | P22694+P31323 | PKA-R2B holoenzyme dissociation, Cy5-IP20 fluorescence polarization; R2B truncated from residue 108, S112A mutant; 0% DMSO only, 100% 113 µM cGMP | activation, % at 11.4 µM | 340,000 compounds, 0.079% hits;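 active = activation above a cutoff set at the mean over all compounds plus 3 SD, cut at about 18% in these data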;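 note: higher means more holoenzyme dissociation and a rise in polarization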
# SR-BI DiI-HDL act: activators of SR-BI mediated HDL lipid uptake. CHO ldlA[mSR-BI] cells, DiI-HDL uptake fluorescence, 3 h; 100 = double the neutral-control signal. 320,000 compounds, 0.096% hits. activation, % at 12.5 µM;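 active = mean replicate activation of at least 60% and every replicate at or above 60%; inconclusive = mean or all-replicate condition met, but not both; inactive = mean below 60% and not all replicates reaching 60%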;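 note: 0% = median plate neutral-control signal and 100% = twice that signal; values of inactives mirror those of a sister screen read the other way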
#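 Test system: SR-BI-overexpressing, LDLR-lacking CHO cells; Medium: Ham's F12 with 0.5% BSA, HEPES 25 mM, pH 7.4; Schedule: 3 h, 37 °C; Technique: bottom-read fluorescence, 550/595 nm.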
# NSD2 inh: blocks human histone methyltransferase NSD2; O96028; NSD2 peptide methylation, AlphaScreen, 120 min; inhibition, % at 12.5 µM; 310,000 compounds, 0.54% hits; AID 743445; in the data active = inhibition above about 50%
# SR-BI DiI inh: inhibitors of mouse SR-BI mediated HDL lipid uptake; 320,000 compounds, 0.96% hits; ldlA[mSR-BI] CHO cells, DiI-HDL uptake fluorescence, 3 h; AID 488896; Q61009; inhibition, % at 12.5 µM;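 active = mean replicate inhibition of at least 70% and a set share of replicates each scoring 70 or more; inconclusive = meets just one of the two criteria; inactive = fails both criteria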;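 note: 0% = median of neutral control wells and 100% = median of positive control wells; values of inactives mirror those of a sister screen read the other way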
# Cardiac RTF inh: cardiac RTF calcium desensitization; P19429+P45379; IANBD-labeled cardiac RTF, Ca2+ fluorescence; inhibition, % at 7.15 µM; 340,000 compounds, 0.12% hits; AID 493244;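 active = inhibition above the mean inhibition of all tested compounds plus 3 SD, cut at about 17% in these data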;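 note: assay run at fixed EC70 calcium of 1.6 mM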
# Active calls of the source: *; ? = inconclusive; . = no result given; & = joins results of further samples. Compounds were not picked by outcome; about 2.1% have a hit in one of these screens.
SMILES,Arr AP2 block,PvdQ inh,Keap1 Nrf2 FP,DAGLB inhibitor,C-LANA FP,PKA-R2B activ,SR-BI DiI-HDL act,NSD2 inh,SR-BI DiI inh,Cardiac RTF inh
COc1ccccc1NC(=O)c1cc(C)oc1C,52,1,1,-2,-0.1,3,.,0,.,-5
Cc1c(C(=O)c2ccccc2)oc2ccc3ccccc3c12,21,-2,-3,-23,-0.8,6,-13,-2,13,-7
CC12CCC(C(=O)Nc3nc4ccc(Br)cc4s3)(OC1=O)C2(C)C (configuration not stated),4,-1,3,-1,1.1,-11,11,-3,-11,-3
C/C(=N\OCC(=O)Nn1c(=O)[nH]c2ccccc2c1=O)c1cccs1,30,-5,2,0,1.5,7,25,0,-25,-13
CCC1(C(=O)c2ccccc2)C(c2cccc([N+](=O)[O-])c2)C1(C(=O)OC)C(=O)OC (configuration not stated),-3,-10,-4,-3,1.0,-1,17,-1,-17,13
Cc1csc(SCC(=O)Nc2nc(-c3ccccc3)cs2)n1,11,-1,2,-13,-4.1,2,2,-1,-2,-1
Cc1coc2cc3oc(=O)c(CC(=O)N4C[C@H]5C[C@@H](C4)c4cccc(=O)n4C5)c(C)c3cc12,0,-7,-2,-2,-2.0,-4,6,.,-6,3
CCN(CC)S(=O)(=O)c1ccc(-c2nnc(SCC(=O)Nc3cc(OC)cc(OC)c3)o2)cc1,7,-14,-5,-1,-0.5,-8,7,0,-7,-10
CCCCC(=O)Nc1c2c(nn1-c1cccc(C)c1C)CS(=O)(=O)C2,8,-7,-2,2,2.7,4,9,-4,-9,-15
O=C(CSc1nnc2c(n1)[nH]c1ccccc12)Nc1ccc2c(c1)OCO2,11,-1,2,7,0.8,2,-57,1,57,-12
CCn1c(O)c(N=NC(=O)C2C(=O)NCC2c2ccccc2)c2ccccc21 (configuration not stated),-2,9,-2,1,0.1,7,-12,5,12,1
CCCCCn1c(=O)[nH]c2cc(C(=O)NCCN3CCC(C)CC3)ccc2c1=O,-9,-10,2,3,1.5,12,-16,.,16,-1
O=C(NCCc1ccccc1)C1CCN(C(=O)c2sccc2-n2cccc2)CC1,3,-2,3,1,1.8,6,-81,.,81*,1
O=C(Nc1ccccc1Cl)c1cc2ccccc2o/c1=N\O,-4,-19,-5,-12,0.8,9,-29,.,29,-2
O=C(CSc1n[nH]c(=O)n1-c1ccccc1)Nc1ccccc1C(F)(F)F,-9,-1,-3,2,1.9,0,6,2,-6,-7
CC1(C)CC(=O)C2=C(C1)N(c1cccc(O)c1)C1=C(C2)C(=O)CC(C)(C)C1,0,-18,-5,-1,-0.6,-13,14,-6,-14,-9
CN1CCN(CCCN2c3ccccc3Sc3ccc(C(F)(F)F)cc32)CC1,-4&8&-10,-3&14&-6,-3&0&-4,3&0&3,-0.3&-1.9&-3.0,-6&-9&-1,?,15&10,-238&10&17,3&0&-40
Cc1cccc(Nc2nc(N)c([N+](=O)[O-])c(NCc3ccco3)n2)c1,34,5,-2,-2,1.3,-1,-29,0,29,7
O=C(CCN1C(=O)/C(=C/c2ccc(Cl)cc2)SC1=S)Nc1ccc(C(=O)O)cc1,6,14,6,0,2.0,2,-7,25,7,-6
Cc1nn(CC(=O)N2CCCC2)c(=O)c2nn(-c3ccccc3)c(C)c12,25,-6,-2,1,-3.3,-5,7,-6,-7,-6
CCOc1ccc(Br)cc1S(=O)(=O)Nc1ccc(S(=O)(=O)Nc2cc(C)on2)cc1,-1,-9,3,4,-1.2,1,12,-2,-12,1
COc1ccc(Oc2cn[nH]c2-c2ccc(OC)cc2O)cc1,-17,-7,-2,-4,-0.3,-4,-22,-1,22,8
O=C(Nc1ccncc1)C1CCC(CNS(=O)(=O)c2cccc3nsnc23)CC1 (configuration not stated),-13,-4,-2,0,-1.3,1,5,.,-5,0
Cc1c(C(=O)Nc2nnc(C(F)(F)F)s2)oc2ccccc12,-5,-10,0,-1,0.4,2,-14,-1,14,-12
Cc1c(NC(=O)NCCN2C(=O)C3C4C=CC(C4)C3C2=O)c(=O)n(-c2ccccc2)n1C (configuration not stated),5,3,-1,0,-0.2,-1,11,.,-11,-2
CCc1nnc(NC(=O)Cn2nc(-c3ccc(OC)c(OC)c3)ccc2=O)s1,-3,-2,3,0,1.6,2,-4,-4,4,0
CC(=O)N(CC1CCCO1)c1nnc(-c2ccccn2)s1 (configuration not stated),8,-3,-6,-1,-0.7,0,12,-4,-12,7
Cc1cc(NC(=O)CSc2ccc3nnc(-c4ccc(Cl)cc4)n3n2)no1,10,6,0,3,-0.4,2,-28,.,28,-1
O=C(C1=C(O)C(=O)N(CCOCCO)C1c1cccc([N+](=O)[O-])c1)c1cccs1 (configuration not stated),10,3,-5,-4,0.0,-4,2,-4,-2,-2
O=C(Cn1nnc(-c2ccc(Cl)cc2)n1)NCc1ccco1,27,3,-5,-3,1.0,-10,-17,2,17,-14
Cc1cc(NC(=O)c2cccc(F)c2)no1,-11,0,-1,1,0.4,-4,20,-3,-20,8
CCOC(=O)N1CCN(C(=O)CN(c2ccc(Cl)c(C(F)(F)F)c2)S(C)(=O)=O)CC1,27,-9,2,0,1.7,8,-7,0,7,-6
COc1ccccc1-c1nc(-c2ccc(Br)cc2)no1,2,-7,-1,-19,0.8,-2,-25,-6,25,5
CC(=O)N1CCN(C(=O)c2oc3ccccc3c2C)CC1,5,-2,-1,-1,0.1,7,2,0,-2,-2
Cc1ccc(CN(Cc2ccccc2)C(=S)Nc2ccccc2C)o1,16,-3,-3,-4,-0.4,-5,2,-12,-2,-1
O=C(CCC(NC(=O)OCc1ccccc1)C(=O)O)OCc1ccccc1 (configuration not stated),2,-8,7,-2,0.9,3,-1,1,1,2
CC(=O)Nc1ccc(-c2sc(Nc3cccc4ccccc34)n[n+]2-c2ccccc2)cc1,0,-1,-3,3,3.9,-17,-7,.,7,1
COc1ccc(/C=N/N=C2\SC(CC(=O)O)C(=O)N2c2ccccc2)c(OC)c1 (configuration not stated),-4,13,-2,2,1.9,-1,-20,-1,20,7
O=C(c1ccc(S(=O)(=O)N2CCOCC2)cc1)N1CCc2ccccc21,22,-8,3,2,-0.4,-13,.,-5,.,0
CCN(CC)S(=O)(=O)c1ccc(S(=O)(=O)N2CCN(CCC#N)CC2)cc1,4,-13,4,0,-1.1,-7,8,.,-8,-8
Cc1cc(C)nc(SSc2nc(C)cc(C)n2)n1,-5,-11,-5,-3,-0.8,-2,-8,3,8,-2
NCCSC1CC(=O)N(c2ccc(Cl)c(Cl)c2)C1=O (configuration not stated),9,-10,-5,2,-1.3,8,7,-4,-7,-6
Cn1c(=O)c2c(nc(Br)n2C)n(C)c1=O,24,-2,1,-4,-1.1,-16,32,0,-32,5
CCOC(=O)c1sc(NC(=O)CSc2n[nH]c(-c3ccc(Cl)cc3Cl)n2)c(C#N)c1C,21,-8,1,2,-1.6,6,-14,5,14,-10
CCOc1ccc(N2CC(C(=O)NCCc3c[nH]c4ccc(OC)cc34)CC2=O)cc1 (configuration not stated),36,8,2,-1,-0.4,-6,.,88*,.,-6
COc1ccc(CCN2CCCn3c2nc2c3c(=O)n(C)c(=O)n2C)cc1OC,26,10,-4,-2,0.6,0,3,.,-3,4
CCCC(C(=O)NC1CCCC1)N(Cc1ccccc1Cl)C(=O)c1snc(C(N)=O)c1N (configuration not stated),3,-10,-4,2,-1.1,-8,7,-9,-7,-1
CC(CCc1ccco1)NC(=O)c1cc2c(-c3ccccc3F)nn(C)c2s1 (configuration not stated),-8,-2,-11,-4,-1.8,-11,-48,.,48,-1
O=C(NC(=S)NCC1CCCO1)c1ccco1 (configuration not stated),-4,-8,-2,0,0.5,8,25,2,-25,-12
Nc1nc(SCC(=O)NC2CCCc3ccccc32)n[nH]1 (configuration not stated),-4,-15,-1,0,1.0,7,6,0,-6,-11
CC(=O)c1ccc(S(=O)(=O)Oc2ccc(-c3ccc(C(=O)O)cc3)cc2)cc1,-5,-7,-4,3,-1.1,-10,.,.,.,-9
Cc1cccc(-c2noc(CN(C)C(=O)COc3ccccc3)n2)c1,5,-23,-7,-7,1.9,-13,-9,-11,9,1
COC(=O)Cc1c(C)c2ccc(OCC(=O)N(C)C3CCS(=O)(=O)C3)cc2oc1=O (configuration not stated),8,5,0,0,0.6,-7,2,-3,-2,2
